Source: PubChem BioAssay
S1P2 antag: human S1P2 receptor antagonists, primary screen, cell-based | Sphingosine 1-phosphate receptor 2 (Homo sapiens), O95136 | inhibition, % at 5 µM | 0.21% of 97,000 active | cell-based S1P2 antagonist assay, inhibition at 5 uM; in the data active = inhibition above about 45%;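 note: CRE beta-lactamase reporter cells expressing human S1P2 stimulated with S1P; 0% = agonist at EC80 alone and 100% = agonist plus reference antagonist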
PLAP activator: PLAP enzyme activators, biochemical, luminescence, HTS; Alkaline phosphatase, placental type (Homo sapiens), P05187; purified PLAP enzyme, luminescent substrate read-out; hits give high values; activation fold at 20 µM; 1.2% of 96,000 active; in the data active = activation fold above about 2
PostGolgi ctrl: growth inhibition of yeast control strain, primary screen, counter-screen for post-Golgi transport modulator project; efflux-deficient yeast background strain, growth absorbance A615, 16 h; inhibition, % at 10 µM; 5% of 98,000 active; AID 738, 2007
CD11b adhes inh: inhibitors of CD11b/CD18 adhesion to fibrinogen, primary screen, K562 cells, luminescence; Integrin beta-2 (Homo sapiens) + Integrin alpha-M (Homo sapiens), P05107+P11215; ATPlite luminescence; Mn2+ added to activate the integrin; inhibition, % at 10 µM; 0.54% of 93,000 active; AID 1497, 2009;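 active = primary inhibition of 50% or more at 10 µM, then 40% or more on retest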; note: some results filed as inactive read as strong as hits
Target sequence (P05107 whole entry, looked up, other chains not shown): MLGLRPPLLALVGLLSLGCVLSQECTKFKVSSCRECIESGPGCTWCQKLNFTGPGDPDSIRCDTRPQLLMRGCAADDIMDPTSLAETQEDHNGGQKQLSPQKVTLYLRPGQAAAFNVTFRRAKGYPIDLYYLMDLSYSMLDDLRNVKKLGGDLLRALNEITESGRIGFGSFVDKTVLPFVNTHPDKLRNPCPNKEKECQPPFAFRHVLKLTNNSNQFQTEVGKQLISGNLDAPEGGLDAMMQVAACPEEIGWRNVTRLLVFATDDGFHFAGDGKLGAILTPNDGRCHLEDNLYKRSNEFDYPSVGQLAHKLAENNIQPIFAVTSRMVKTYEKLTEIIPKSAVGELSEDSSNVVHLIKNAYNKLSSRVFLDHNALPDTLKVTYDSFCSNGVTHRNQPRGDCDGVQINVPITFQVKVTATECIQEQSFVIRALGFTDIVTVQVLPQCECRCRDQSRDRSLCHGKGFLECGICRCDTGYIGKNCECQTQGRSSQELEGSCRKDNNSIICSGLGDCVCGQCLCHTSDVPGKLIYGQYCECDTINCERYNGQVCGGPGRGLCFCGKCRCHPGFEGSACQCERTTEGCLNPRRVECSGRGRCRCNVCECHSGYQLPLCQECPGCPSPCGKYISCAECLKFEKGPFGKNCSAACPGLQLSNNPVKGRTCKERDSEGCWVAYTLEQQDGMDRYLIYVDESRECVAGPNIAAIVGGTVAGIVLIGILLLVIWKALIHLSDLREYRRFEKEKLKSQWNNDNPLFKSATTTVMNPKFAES
PostGolgi yeast: phenotypic screen on post-Golgi transport, primary screen. inhibition, % at 10 µM. post-Golgi transport phenotypic cell assay. 0.9% of 98,000 active;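 note: yeast cells grown in 1536-well plates; yeast grown about 18 h at 30C before absorbance read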
sEH inh: soluble epoxide hydrolase inhibitors, primary screen, biochemical, human sEH. recombinant human sEH enzymatic activity assay. 0.34% of 91,000 active. inhibition, % at 2 µM. AID 707, 2007. Bifunctional epoxide hydrolase 2 (Homo sapiens), P34913; in the data active = inhibition above about 80%; note: values of inactives mirror those of a sister screen read the other way; many of its hits are not listed in these tables
S1P2 ag: S1P2 receptor agonists, primary screen, cell-based. Sphingosine 1-phosphate receptor 2 (Homo sapiens), O95136. S1P2-expressing cell line, agonist reporter read-out. activation, % at 4.5 µM. 0.46% of 97,000 active. AID 729, 2007; in the data active = activation above about 16%;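 note: 0% = vehicle low control and 100% = maximal reference agonist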
E coli WT exp: growth inhibitors of wild-type E. coli, primary screen, strain BW25113, expanded library, OD600 | OD600 absorbance | growth inhibition, % at 100 µM | 0.15% of 98,000 active | AID 710, 2007;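 active = growth inhibition above about 50% at one test dose, limit read from the data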;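 note: growth measured after 20 h incubation at 37 °C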
sEH activator: soluble epoxide hydrolase activators, primary screen, biochemical, human sEH; purified human sEH enzymatic activity, activator screen; activation, % at 2 µM; 0.04% of 91,000 active; AID 717, 2007; in the data active = activation above about 37%; note: values of inactives mirror those of a sister screen read the other way
* marks the source's active call; other numbers are inactive results. Cut-off read from the data, not from the text of the source, unless noted: active = inhibition above about 30%; inactive = the rest.

How did Cc1cc(C)c2nc(C(F)(F)F)nc(N3CCN(C(=O)c4ccco4)CC3)c2c1 do in these assays?
S1P2 antag: 10; PLAP activator: 1.1; PostGolgi ctrl: 10; CD11b adhes inh: 19; PostGolgi yeast: -1; sEH inh: 4; S1P2 ag: -6; E coli WT exp: 0; sEH activator: -4

What do the screens show for `COc1cc(CCC(=O)OCn2nnc3ccccc3c2=O)cc(OC)c1OC`?
S1P2 antag: -14; PLAP activator: 1.1; PostGolgi ctrl: -6; CD11b adhes inh: -1; PostGolgi yeast: -4; sEH inh: 7; S1P2 ag: -3; E coli WT exp: -1; sEH activator: -5

What do the screens show for `CCOCc1cnc(C)nc1NCC(=O)c1c(C)[nH]c2ccc(OC)cc12`?
S1P2 antag: -9; PLAP activator: 1.1; PostGolgi ctrl: 3; CD11b adhes inh: -2; PostGolgi yeast: -4; sEH inh: -15; S1P2 ag: -2; E coli WT exp: 3; sEH activator: 14

Results for Cc1cc(C)n2nc(C(=O)NCc3ccco3)nc2n1 ?
S1P2 antag: -24; sEH inh: 6; S1P2 ag: -2; sEH activator: -2

Results for Cc1cc(Cl)c(S(N)(=O)=O)cc1OCC(N)=O ?
S1P2 antag: -5; PLAP activator: 0.9; PostGolgi ctrl: 3; CD11b adhes inh: -12; PostGolgi yeast: -2; sEH inh: 4; S1P2 ag: 1; E coli WT exp: 0; sEH activator: -3

Results for Cc1csc(C2=C(O)CN(CCc3ccccc3)C2=N)n1 ?
S1P2 antag: 10; PLAP activator: 0.9; PostGolgi ctrl: 19; CD11b adhes inh: -15; PostGolgi yeast: 10; sEH inh: 26; S1P2 ag: -3; E coli WT exp: -6; sEH activator: -23

Results for O=C(C1CCN(S(=O)(=O)N2CCC3(CC2)OCCO3)CC1)N1CCOCC1 ?
S1P2 antag: 2; PLAP activator: 1; PostGolgi ctrl: -3; CD11b adhes inh: -2; PostGolgi yeast: 8; sEH inh: 6; S1P2 ag: -1; E coli WT exp: -3; sEH activator: -5

Results for Cc1ccc(N2C(=O)C(Cl)=C(NCCO)C2=O)c(C)c1 ?
S1P2 antag: 2; PLAP activator: 1; PostGolgi ctrl: 5; CD11b adhes inh: 6; PostGolgi yeast: 3; sEH inh: 4; S1P2 ag: 0; E coli WT exp: 0; sEH activator: -5

How did COCC(C)NC(=O)c1cc(-c2cccc(OC)c2)on1 (stereo not drawn) do in these assays?
S1P2 antag: 15; PLAP activator: 1; PostGolgi ctrl: 3; CD11b adhes inh: -5; PostGolgi yeast: 4; sEH inh: 13; S1P2 ag: -9; E coli WT exp: 8; sEH activator: -12

What do the screens show for `O=C(NCCCN1CCCC1=O)c1nnc(Cc2c(F)cccc2Cl)o1`?
S1P2 antag: 10; PLAP activator: 0.8; PostGolgi ctrl: 8; CD11b adhes inh: -4; PostGolgi yeast: -1; sEH inh: 8; S1P2 ag: -8; E coli WT exp: 4; sEH activator: -9

Results for O=C(Nc1nnc(COc2ccc(F)cc2)s1)c1cccs1 ?
S1P2 antag: -10; PLAP activator: 1.1; PostGolgi ctrl: -10; CD11b adhes inh: -26; PostGolgi yeast: -6; sEH inh: 4; S1P2 ag: -3; E coli WT exp: -24; sEH activator: -4

How did Cc1cc(NC(=O)CCc2ccc(C)o2)no1 do in these assays?
S1P2 antag: -16; PLAP activator: 1.2; PostGolgi ctrl: 1; CD11b adhes inh: 3; PostGolgi yeast: -5; sEH inh: -2; S1P2 ag: -4; E coli WT exp: 3; sEH activator: 5

What do the screens show for `CN1c2ccccc2N(C)C1c1c(O)ccc2ccccc12`?
S1P2 antag: 10; PostGolgi ctrl: 5; PostGolgi yeast: 5; sEH inh: -12; S1P2 ag: -2; E coli WT exp: -5; sEH activator: 14

Results for CC(=O)Nc1ccc(C(=O)Nc2ccc3c(c2)OCO3)cc1 ?
S1P2 antag: 12; PLAP activator: 0.9; PostGolgi ctrl: -12; CD11b adhes inh: -15; PostGolgi yeast: -9; sEH inh: 1; S1P2 ag: -6; E coli WT exp: -15; sEH activator: 0

Results for CCOC(=O)c1oc2cc(O)ccc2c(=O)c1-c1ccccc1OC ?
S1P2 antag: 10; PLAP activator: 1.2; PostGolgi ctrl: 11; PostGolgi yeast: -4; sEH inh: 10; S1P2 ag: -5; E coli WT exp: 2; sEH activator: -9

Continued; it opens with the 2 that closed the last part.
Results for CC(=O)Nc1ccc(C(=O)Nc2ccc3c(c2)OCO3)cc1 ?
S1P2 antag: 12; PLAP activator: 0.9; PostGolgi ctrl: -12; CD11b adhes inh: -15; PostGolgi yeast: -9; sEH inh: 1; S1P2 ag: -6; E coli WT exp: -15; sEH activator: 0

Results for CCOC(=O)c1oc2cc(O)ccc2c(=O)c1-c1ccccc1OC ?
S1P2 antag: 10; PLAP activator: 1.2; PostGolgi ctrl: 11; PostGolgi yeast: -4; sEH inh: 10; S1P2 ag: -5; E coli WT exp: 2; sEH activator: -9

Results for CC(=O)c1cccc(NC(=O)c2cc(-n3cnnc3)ccc2Cl)c1 ?
S1P2 antag: -6; PLAP activator: 1.1; PostGolgi ctrl: 2; CD11b adhes inh: -1; PostGolgi yeast: 2; sEH inh: -1; S1P2 ag: 0; E coli WT exp: 3; sEH activator: 1

What do the screens show for `COc1ccc2c(CC(=O)OCC(=O)N3CCc4ccccc43)coc2c1`?
PLAP activator: 1; PostGolgi ctrl: 4; CD11b adhes inh: -2; PostGolgi yeast: 1; E coli WT exp: -2

Results for CCCCCCOc1ccc(OC(=O)c2cccnc2)cc1 ?
S1P2 antag: -15; PLAP activator: 1.1; PostGolgi ctrl: 13; PostGolgi yeast: 0; sEH inh: 14; S1P2 ag: -4; E coli WT exp: 3; sEH activator: -11

Results for CCC(C)(C)n1nnnc1C(c1ccc(C)cc1)N1CCN(Cc2cccnc2)CC1 (stereo not drawn) ?
S1P2 antag: 6; PLAP activator: 1.3; PostGolgi ctrl: 4; CD11b adhes inh: 6; PostGolgi yeast: 4; sEH inh: 3; S1P2 ag: -5; E coli WT exp: 5; sEH activator: 0

How did Nc1ccc(Oc2ccc3nc(-c4ccccc4)c(-c4ccccc4)nc3c2)cc1 do in these assays?
S1P2 antag: 9; PLAP activator: 0.9; PostGolgi ctrl: 56*; CD11b adhes inh: 0; PostGolgi yeast: 103*; sEH inh: -11; S1P2 ag: -2; E coli WT exp: -2; sEH activator: 12

What do the screens show for `COc1cc(Cl)cc2c1Sc1ccccc1/C2=C/CCN(C)C`?
S1P2 antag: -4; sEH inh: 3; S1P2 ag: -5; sEH activator: -4

Results for COc1ccc(C2NC(=O)NC(O)(C(F)(F)F)C2C(=O)c2ccc(F)cc2)cc1 (stereo not drawn) ?
S1P2 antag: -5; PLAP activator: 1.1; PostGolgi ctrl: 8; CD11b adhes inh: -51; PostGolgi yeast: -7; sEH inh: 1; S1P2 ag: -5; E coli WT exp: 6; sEH activator: 2

How did O=C(c1ccco1)N1CCN(C(c2cccs2)c2nnnn2C2CCCCC2)CC1 (stereo not drawn) do in these assays?
S1P2 antag: 13; PLAP activator: 1.7; PostGolgi ctrl: -4; CD11b adhes inh: -6; PostGolgi yeast: 3; S1P2 ag: -6; E coli WT exp: 5

Results for CCCC(=O)N1CCN(c2ccc([N+](=O)[O-])c(NC(C)c3ccccc3)c2)CC1 (stereo not drawn) ?
S1P2 antag: 7; PLAP activator: 1.2; PostGolgi ctrl: 19; CD11b adhes inh: -6; PostGolgi yeast: 5; sEH inh: -2; S1P2 ag: -4; E coli WT exp: -28; sEH activator: 2

How did CCN1CCN(CCCNC(=O)c2csc3c2CCCCC3)CC1 do in these assays?
S1P2 antag: 14; PLAP activator: 1.3; PostGolgi ctrl: -1; CD11b adhes inh: -2; PostGolgi yeast: -2; sEH inh: -20; S1P2 ag: -10; E coli WT exp: 3; sEH activator: 21

What do the screens show for `COc1ccc(CC(=O)NCC2(c3ccc(OC)c(OC)c3)CCOCC2)cc1`?
S1P2 antag: -6; PLAP activator: 1; PostGolgi ctrl: 7; CD11b adhes inh: 7; PostGolgi yeast: 1; sEH inh: 6; S1P2 ag: 0; E coli WT exp: 5; sEH activator: -9

Results for O=C(CSc1ccc2nnc(-c3ccccn3)n2n1)N1CCN(c2ccccc2)CC1 ?
S1P2 antag: -5; PLAP activator: 1.3; PostGolgi ctrl: 7; CD11b adhes inh: -5; PostGolgi yeast: 2; sEH inh: -14; S1P2 ag: -1; E coli WT exp: 3; sEH activator: 14

What do the screens show for `COc1ccccc1N1CCN(CCN2C(=O)CC(=C3c4ccccc4-c4ccccc43)C2=O)CC1`?
S1P2 antag: -20; sEH inh: 3; S1P2 ag: -2; sEH activator: -1

What do the screens show for `CCc1nc(-n2[nH]c(=O)c3ccccc3c2=O)c2c3c(sc2n1)CCCC3`?
S1P2 antag: -18; sEH inh: -2; S1P2 ag: -5; sEH activator: 0

How did Cc1ccc(-c2nc3ccccc3n3nnnc23)cc1 do in these assays?
S1P2 antag: -12; PLAP activator: 1; PostGolgi ctrl: -3; CD11b adhes inh: 11; PostGolgi yeast: -3; sEH inh: 6; S1P2 ag: -1; E coli WT exp: -1; sEH activator: -1

What do the screens show for `Cc1ccc(-c2nc(CSCC(=O)NCc3cccnc3)c(C)o2)cc1`?
S1P2 antag: 6; PLAP activator: 1; PostGolgi ctrl: 8; PostGolgi yeast: -3; sEH inh: 10; S1P2 ag: -6; E coli WT exp: -5; sEH activator: -8

Results for COc1ccc(CC(=O)Nc2c3c(nn2-c2cccc(C)c2C)CS(=O)(=O)C3)cc1 ?
S1P2 antag: 14; PLAP activator: 1.1; PostGolgi ctrl: 15; CD11b adhes inh: -35; PostGolgi yeast: -4; sEH inh: 6; S1P2 ag: -6; E coli WT exp: -1; sEH activator: -5

What do the screens show for `CCn1c(=N)n(CC(=O)c2ccc(OC)c(OC)c2)c2ccccc21`?
S1P2 antag: 6; PLAP activator: 1.3; PostGolgi ctrl: -1; CD11b adhes inh: 3; PostGolgi yeast: 7; sEH inh: 0; S1P2 ag: -3; E coli WT exp: -13; sEH activator: 2

How did COC(=O)[C@H](CCSC)NC(=O)Nc1ccc(C(C)=O)cc1 do in these assays?
S1P2 antag: -4; PLAP activator: 0.9; PostGolgi ctrl: -3; CD11b adhes inh: 7; PostGolgi yeast: 4; sEH inh: -1; S1P2 ag: -10; E coli WT exp: 1; sEH activator: -1

Results for CCOc1ccc2nc(SCC(=O)N3CCCCCC3)c(C#N)cc2c1 ?
S1P2 antag: -14; PLAP activator: 1.1; PostGolgi ctrl: 19; CD11b adhes inh: 6; PostGolgi yeast: -1; sEH inh: -8; S1P2 ag: 0; E coli WT exp: -3; sEH activator: 6

What do the screens show for `COc1ccccc1C(=O)NCc1ccccc1`?
S1P2 antag: -12; sEH inh: 3; S1P2 ag: -1; sEH activator: -2

How did COCCOc1cc(NC(=O)c2sccc2Oc2ccc([N+](=O)[O-])cc2F)c(Cl)cc1Cl do in these assays?
S1P2 antag: 19; PLAP activator: 1.4; PostGolgi ctrl: 13; CD11b adhes inh: -8; PostGolgi yeast: 22; sEH inh: 3; S1P2 ag: -4; E coli WT exp: -12; sEH activator: -2

How did COC(=O)c1cc(OC)c(OC)cc1NC(=S)N1CCCCC1 do in these assays?
S1P2 antag: -10; PLAP activator: 1.1; PostGolgi ctrl: 8; CD11b adhes inh: -18; PostGolgi yeast: -6; sEH inh: -1; S1P2 ag: -4; E coli WT exp: 31; sEH activator: 1

What do the screens show for `Nc1cc(=O)nc(SCC(=O)NC2CCCCC2)n1-c1ccccc1`?
S1P2 antag: 4; PLAP activator: 0.9; PostGolgi ctrl: 6; CD11b adhes inh: -10; PostGolgi yeast: 3; sEH inh: 1; S1P2 ag: -4; E coli WT exp: -8; sEH activator: -2

Rows are unselected, and some 7.1% of all compounds hit somewhere here.
